# Compound activity: PubChem BioAssay, National Center for Advancing Translational Sciences (NCATS)
# GLP1R ag – GLP-1 receptor (human) agonism; HEK293 GLP-1R CRE-luciferase, luminescence, 4-6 h; cells express a hypersensitive GLP-1R form; 380,000 compounds, 0.007% hits; Potency, µM (highest dose often 45.6 µM), for the others: at the top dose activation, usual class: activators; P43220; note: potency is the fitted concentration of half-maximal effect; % of control where 0% means no effect
# Target sequence (P43220 whole entry, looked up): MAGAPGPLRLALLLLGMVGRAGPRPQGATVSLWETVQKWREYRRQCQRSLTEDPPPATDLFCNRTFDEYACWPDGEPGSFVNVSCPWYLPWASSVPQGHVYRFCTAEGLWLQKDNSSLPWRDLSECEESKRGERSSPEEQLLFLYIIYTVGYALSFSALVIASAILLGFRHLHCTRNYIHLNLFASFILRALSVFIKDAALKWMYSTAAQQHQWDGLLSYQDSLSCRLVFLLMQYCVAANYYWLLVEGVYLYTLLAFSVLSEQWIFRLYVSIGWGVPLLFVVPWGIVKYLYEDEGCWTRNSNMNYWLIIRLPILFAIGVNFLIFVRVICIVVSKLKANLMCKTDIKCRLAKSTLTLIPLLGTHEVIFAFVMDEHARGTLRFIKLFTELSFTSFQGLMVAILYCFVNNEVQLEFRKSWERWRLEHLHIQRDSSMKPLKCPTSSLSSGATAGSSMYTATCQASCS
# HT1080NT lethal – kills 2HG-producing HT-1080-NT fibrosarcoma cells; HT-1080-NT fibrosarcoma viability, CellTiter-Glo ATP luminescence, 48 h; 360,000 compounds, 1.6% hits; AID 686970; Potency, µM (top dose mostly 46.1 µM), without a hit: at the top dose activity, negative = less viability, usual class: cytotoxic;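 note: NT is the 2HG producing partner of a matched IDH1 knockdown line; potency is the fitted concentration of half-maximal effect; 0% = DMSO-treated cells and -100% = media-only wells without cells; nearly all actives have a fitted effect of over 55% in size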
#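 Luminescent CellTiter-Glo readout after 48 hours of compound exposure at 37 degrees C defined viability of HT-1080-NT cells. Activity was normalized to DMSO wells and cell-free media wells; concentration-response curves were fitted and assigned curve classes.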
# SW480 rereplic – inducers of DNA re-replication in SW480 colon cancer cells | 340,000 compounds, 1.8% hits | SW480 DNA re-replication, Hoechst DNA content imaging, 48 h | Potency, µM (series often up to 46.1 µM), for inactives: at the top dose re-replication activation, actives largely listed as activators; note: potency is the fitted concentration of half-maximal effect; % of control where 0% means no effect; nearly all actives have a fitted effect of over 55% in size
#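 Cells (250 per well) received 23 nL compound or DMSO by pin tool and were kept 48 hr at 37 C, 5% CO2. Nuclei were then stained with Hoechst for 40 min and scanned for DNA content.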
# KB-V1 cytotox – kills drug-selected multidrug resistant KB-V1 cells; KB-V1 MDR cells viability, CellTiter-Glo, 72 h; Potency, µM (doses to about 46.1 µM), without a hit: top-dose activity change, negative = cytotoxicity, usual class: cytotoxic; 400,000 compounds, 3.4% hits; AID 1347076; note: potency is the fitted concentration of half-maximal effect; % is set by controls: 0 for no effect and ±100 for the full control effect; nearly all actives have a fitted effect of over 60% in size
#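 qHTS viability screen in drug-selected KB-V1 MDR cells: 72 h compound treatment at 37 degrees C, ATP luminescence end point.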
# IL1B secr inh – inhibitors of inflammasome signaling (IL-1 beta secretion); THP-1 LPS/ATP IL-1B secretion, AlphaLISA, 16 h; stronger effect = lower value; activity change, % at 57.5 µM; 360,000 compounds, 4.7% hits; in the data active = activity change below about -50%; inconclusive = mostly about -30% to -49%; note: % is set by controls: 0 for no effect and ±100 for the full control effect
#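 Secreted IL-1B measured by AlphaLISA bead assay after 16 h compound exposure of THP-1 cells; compounds (final up to 57.5 uM) added 1 h before LPS (250 ng/mL) and ATP (1.25 mM) stimulation; lower signal means less secretion.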
# DRD3 antagonist – D3 dopamine receptor (human) antagonism; P35462; D3R cells, DiscoveRx beta-arrestin luminescence, antagonist mode; stronger effect = lower value; max response, negative = inhibition, %; 360,000 compounds, 2.5% hits; in the data active = max response below about -50%; inconclusive = no clear call, values can overlap the other calls; note: % is set by controls: 0 for no effect and ±100 for the full control effect; mostly tested at two doses, the higher about 12 µM
# Target sequence (P35462 whole entry, looked up): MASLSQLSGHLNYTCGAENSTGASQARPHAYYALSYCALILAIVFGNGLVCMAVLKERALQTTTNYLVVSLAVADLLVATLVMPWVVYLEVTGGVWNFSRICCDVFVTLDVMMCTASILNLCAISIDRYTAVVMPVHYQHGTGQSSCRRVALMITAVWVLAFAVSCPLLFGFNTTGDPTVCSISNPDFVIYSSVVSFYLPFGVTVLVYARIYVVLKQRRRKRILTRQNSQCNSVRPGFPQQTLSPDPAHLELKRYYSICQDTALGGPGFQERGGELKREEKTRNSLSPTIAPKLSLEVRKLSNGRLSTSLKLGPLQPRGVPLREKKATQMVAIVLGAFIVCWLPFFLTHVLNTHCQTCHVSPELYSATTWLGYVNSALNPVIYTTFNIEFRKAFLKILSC
#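 Cells plated overnight at 1500 cells/well, then exposed to library compounds with dopamine controls for 90 minutes at 37 degrees C. DiscoveRx reagent added for 30–60 minutes at room temperature; luminescence read, quantitative HTS format.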
# HT1080 IDH1KD tx – kills HT-1080 cells with IDH1 knockdown. HT-1080 IDH1 knockdown viability, ATP luminescence, 48 h. Potency, µM (series often up to 46.1 µM), for the others: at the highest dose activity, negative = toxicity, hits mostly cytotoxic. 360,000 compounds, 2% hits;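 note: potency is the fitted concentration of half-maximal effect; 0% = DMSO wells and -100% = cell-free medium wells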
#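 Using the IDH1-knockdown HT-1080 line run in the same batch and compound series as the NT line, viability after 48 h at 37 °C was determined by CellTiter-Glo luminescence and expressed as % activity.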
# KB-3-1 tox – KB-3-1 parental cell cytotoxicity. 400,000 compounds, 1.4% hits. KB-3-1 viability, CellTiter-Glo ATP luminescence, 72 h. AID 1347075. Potency, µM (doses to about 46.1 µM), inactives show at the top dose activity change, negative = cytotoxic, most hits filed as cytotoxic; note: potency is the fitted concentration of half-maximal effect; % is set by controls: 0 for no effect and ±100 for the full control effect; nearly all actives have a fitted effect of over 60% in size
#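 Using CellTiter-Glo luminescence, growth of non-resistant KB-3-1 adenocarcinoma cells is assessed 72 h after pin-tool compound addition at 37 °C. Normalized responses across the concentration series yield fitted curves.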
# D3 ag – D3 dopamine receptor (human) agonism. P35462. D3R DiscoveRx beta-arrestin cells, luminescence, 90 min. max activation, %. 410,000 compounds, 0.58% hits. AID 652048; in the data active = max activation above about 30%; note: 0% is about no effect; mostly tested at two doses, the higher about 12 µM
#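 Cells at 1500/well, incubated overnight, then treated with pinned compounds (dopamine as control) for 90 min at 37 degrees C. DiscoveRx reagent added for 30 - 60 minutes at room temperature; luminescence read.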
# Starred values were filed as active, the others as inactive; ? = inconclusive; / = no result given; & = joins results of further samples; ! = not active in a repeat; [ ] = remark or other dose. Unless noted, calls come from the whole dose curve; as a rule, active = well fitted curve in the direction sought with a large enough effect; inconclusive = small, poorly fitted or top-dose-only effect, or another doubt; inactive = no such curve, though single readings can be large; an effect the other way counts as inactive or inconclusive. Outcome played no part in choosing rows; any-hit rate near 12%.
item	smiles	GLP1R ag	HT1080NT lethal	SW480 rereplic	KB-V1 cytotox	IL1B secr inh
1	O=C(Nc1ccc(F)cc1)C(c1cccc(F)c1)N1CCN(Cc2c(F)cccc2Cl)CC1 (stereo not given)	/	?	/	-12%	-10
2	O=S(=O)(c1ccc2c(c1)CCN2)N1CCOCC1	-4%	-1%[9.24 µM]	-35%[inhibitor]	-5%	2
3	Cc1cc(=O)oc2c3c(cc(OCC(=O)N[C@@H](CC(C)C)C(=O)O)c12)OC(C)(C)CC3	0%	10%	0%	8%	9
4	O=C(/C=C/c1ccccc1)NC(=S)NNC(=O)c1cnccn1	-1%	-27%	12%	?	34
5	COCCn1c(SCC(=O)c2ccc(F)cc2)nnc1C(C)C	-7%	17%	?	1%	-6
6	CC(C)OC(=O)CC(=O)CSc1nc2c(cc1C#N)CCCCC2	0%	2%	3%	?	0
7	COC(=O)[C@]12CCCCC=C1N(CCC1=CCCCC1)C(=O)[C@H](CC(=O)NCCCN1CCCC1=O)C2	2%	0%	/	-5%	8
8	O=C(NC1CCCC1)C1CCC(=O)N1C1CCCCC1 (stereo not given)	0%	?	-2%	0%	0

item	DRD3 antagonist	HT1080 IDH1KD tx	KB-3-1 tox	D3 ag
1	3	-27%	4%	-5
2	-3	5%	-4%	8
3	12	11%	16%	8
4	-26	?	?	-4
5	4	22%	-3%	1
6	27	7%	0%	-4
7	-5	?	27%	-9
8	7	1%	9%	5

# New compounds follow:
item	smiles	GLP1R ag	HT1080NT lethal	SW480 rereplic	KB-V1 cytotox	IL1B secr inh
9	Cc1cc(NC(=O)COC(=O)CCCOc2ccc(Cl)cc2C)no1	9%	0%	3%	-8%	2
10	COc1ccc(N2C(=O)C(CC(N)=O)N(NC(=O)CCc3ccccc3)C2=O)cc1 (stereo not given)	-4%	3%	-5%	?	22
11	CCN1CCCC1CNS(=O)(=O)c1ccc(Cl)c(C(F)(F)F)c1 (stereo not given)	-1%	0%	-3%	-24%	0
12	N#Cc1ccc(Oc2nc(C#N)cc(-c3ccccc3)n2)cc1	-3%	2%	0%	?	-27
13	Cc1cc(C(=O)OCC(=O)NC2(C#N)CCCCC2)c(C)o1	-3%	15%[9.24 µM]	-39%[inhibitor]	-6%	12
14	Cc1cc(C)cc(OCC(=O)OC/C(O)=C(\C#N)c2nc3ccccc3[nH]2)c1	-27%	-12%	?	-22%	-98*
15	CC1CC(C)(C)CC2(C1)NC(=O)N(CC(=O)NCCc1c[nH]c3ccccc13)C2=O (stereo not given)	0%	-1%	119%	24%	14
16	Clc1ccc2c(c1)C1CC2CCN1Cc1ccccc1 (stereo not given)	-11%	13%	-2%[9.22 µM]	-9%	29

item	DRD3 antagonist	HT1080 IDH1KD tx	KB-3-1 tox	D3 ag
9	0	-2%	1%	3
10	-3	5%	0%	1
11	-15	-3%	7%	-2
12	-2	13%	?	8
13	15	15%	-11%	0
14	-23	-22%	?	-8
15	10	-2%	3%	7
16	?	6%	13%	-51

# Next structures:
item	smiles	GLP1R ag	HT1080NT lethal	SW480 rereplic	KB-V1 cytotox	IL1B secr inh
17	COc1cc(OC)cc(C(=O)NNC(=O)c2nn(C)c(=O)c3ccccc23)c1	-2%	15%	-3%	13µM*	-11
18	O=C(c1[nH]c(C(F)(F)F)nc1-c1ccccc1)N1CCC(Cc2ccccc2)CC1	8%	?	/	0%	-23
19	O=C(OCc1ccc(Br)cc1)c1cc([N+](=O)[O-])ccc1N1CCOCC1	?	?	/	1.3µM*	22
20	O=C(CN1CCOCC1)Nc1ccc(NC(=O)CN2CCOCC2)c(Cl)c1	-8%	14%	-5%	-5%	-21
21	COc1ccc(NC(=O)CN(C)C(=O)c2ccccc2SCC(=O)N2CCCC2)cc1	-1%	8%	-1%	2%	18
22	Cc1nc(SCc2nc3ccc(C(=O)c4ccccc4)cc3[nH]2)c2oc3ccccc3c2n1	-6%	/	5%	4%	/
23	Cc1cc(=O)oc2cc(OC(C)C)ccc12	8%	1%	-8%	28%	-3
24	COc1cc(/C=C(\C#N)C(=O)c2ccc(O)c(O)c2)cc(I)c1O	-4%	-4%	12%	-14%	44

item	DRD3 antagonist	HT1080 IDH1KD tx	KB-3-1 tox	D3 ag
17	0	23%	?	1
18	0	?	0%	-8
19	6	2.6µM*	5.8µM*	-4
20	-7	14%	12%	2
21	0	0%	0%	-1
22	/	/	1%	/
23	10	19%	12%	-2
24	0	-22%	0%	40*

# Continuation:
item	smiles	GLP1R ag	HT1080NT lethal	SW480 rereplic	KB-V1 cytotox	IL1B secr inh
25	Fc1ccccc1N1CCN(c2nccn3nc(-c4ccc(Br)cc4)cc23)CC1	-1%	/	/	-6%	/
26	Cc1ccc(C23OCCN2CCn2nc4ccccc4c23)cc1 (stereo not given)	4%	1%	-4%	30%	37
27	Cc1cccc(NC(=O)CN(C)S(=O)(=O)c2ccc(Cl)cc2)n1	0%	1%	-7%	16µM*	43
28	CCOC(=O)C1=C(C)c2ccccc2N(S(=O)(=O)C(F)(F)F)C1C(=O)OCC (stereo not given)	-3%	19%	-16%[9.22 µM]	-5%	18
29	Cc1ccc(NC(=O)c2cc(S(=O)(=O)NCCC3=CCCCC3)ccc2F)cc1F	1%	?	?	10µM*!	-77*
30	O=C(NCC(c1ccco1)N1CCCC1)c1cccc(NS(=O)(=O)c2ccc(Br)cc2)c1 (stereo not given)	2%	-1%	-6%	?	-7
31	CCOc1ccc(S(=O)(=O)N2CCN(C(=O)c3ccc(Cl)c(S(=O)(=O)N4CCOCC4)c3)CC2)cc1	2%	-2%	-12%	18%	-13
32	COc1ccc(Br)cc1CNC(=O)C1CCN(C(=O)N(C)C)CC1	1%	-5%	-17%	?	-1

item	DRD3 antagonist	HT1080 IDH1KD tx	KB-3-1 tox	D3 ag
25	/	/	14%	4
26	-8	14%	24%	-7
27	-13	-16%	1%	-4
28	16	17%	2%	-1
29	0	?	10µM*!	-12&-4
30	-14	3%	7%	-25
31	-11	0%	-22%	4
32	-9	2%	5%	1

# Next compounds:
item	smiles	GLP1R ag	HT1080NT lethal	SW480 rereplic	KB-V1 cytotox	IL1B secr inh
33	CC1CCCCC12NC(=O)N(CC(=O)OCc1ccccc1Cl)C2=O (stereo not given)	0%	-5%	4%	-25%	?
34	Cc1ccc2nc(SCC(=O)NCc3cccs3)[nH]c2c1	3%	1%	-6%	-22%	16
35	Cc1ccc(/C=C/S(=O)(=O)NCC(=O)OCC(=O)Nc2ccc(C(=O)N(C)C)cc2)cc1	-6%	11%	-8%	0%	19
36	Cc1ccc(C)c(-c2cc(C(=O)NC3CC3)c3ccccc3n2)c1	4%	-11%	1%	6%	14
37	CC(=O)NS(=O)(=O)c1ccc(NC(=O)c2ccc(Br)o2)cc1	-6%	23%	-7%	25%	-9
38	NC(N)=Nc1nc(-c2ccccc2)c2ccccc2n1	-2%	-29%	-22%	30%	/
39	O=C(c1cnccn1)N1CCN(S(=O)(=O)c2cccc(Cl)c2)CC1	-7%	2%	0%	0%	11
40	Cc1ccc(NC(=S)N(C)Cc2cn(C)c3ccccc23)cc1	-4%	-18%	-2%	21µM*	5

item	DRD3 antagonist	HT1080 IDH1KD tx	KB-3-1 tox	D3 ag
33	24	-11%	17%	-2
34	6	-1%	-7%	-1
35	-4	9%	22%	1
36	-8	-3%	-13%	-16
37	-13	16%	0%	-2
38	4	18µM*	?	-2
39	14	1%	5%	2
40	?	?	-15%	0

# Continuation:
item	smiles	GLP1R ag	HT1080NT lethal	SW480 rereplic	KB-V1 cytotox	IL1B secr inh
41	O=S(=O)(c1ccccc1)N1CCNc2ccccc21	11%	1%	2%	-5%	-3
42	CCSc1nnc(C)c(=O)n1COC(=O)c1ccc(S(=O)(=O)N2CCCC2)cc1	-10%	11%	-5%	-10%	14
43	O=C(COc1coc(CN2CCN(c3ccccc3F)CC2)cc1=O)NC1CCCCC1	-12%	-5%	-38%	?	20
44	N#Cc1ccc(C(=O)Nc2cccc3ccccc23)c(F)c1	-5%	24%	9%	17%	-4
45	COc1ccccc1NCCC(=O)OCC(=O)NCc1ccco1	-5%	13%	-3%[9.22 µM]	15%	8
46	CCNc1c(NC(=O)c2ccc3c(c2)OCO3)c(=O)oc2ccccc12	4%	5%	-7%	10%	-1
47	Cc1onc(-c2c(F)cccc2Cl)c1C(=O)OCC(=O)NCc1ccco1	-3%	-2%	1%[9.22 µM]	-9%	-3
48	CC(=O)Cc1nsc(NC(=O)c2ccc(COc3cccc(C)c3)o2)n1	5%	?	-5%	?	-12
49	CCN(C(=O)COC(=O)/C=C/c1ccccc1Cl)c1c(N)n(Cc2ccccc2)c(=O)[nH]c1=O	-12%	-2%	3%	29%	-13
50	CCCN(CC(=O)Nc1ccc(F)c(F)c1F)C(=O)c1cc([N+](=O)[O-])ccc1N1CCOCC1	-10%	3%	3%	-3%	-11

item	DRD3 antagonist	HT1080 IDH1KD tx	KB-3-1 tox	D3 ag
41	2	0%	-1%	1
42	0	7%	22%	-1
43	7	-11%	-2%	-3
44	12	12%	1%	2
45	8	6%	6%	-2
46	14	0%	2%	2
47	-21	5%	-1%	-4
48	-7	-2%	3%	5
49	-15	-18%	-25%	-7
50	-9	-8%	-2%	-9

# Record cards, as listed above.
# CCNc1c(NC(=O)c2ccc3c(c2)OCO3)c(=O)oc2ccccc12 is listed with GLP1R ag = 4%; HT1080NT lethal = 5%; SW480 rereplic = -7%; KB-V1 cytotox = 10%; IL1B secr inh = -1; DRD3 antagonist = 14; HT1080 IDH1KD tx = 0%; KB-3-1 tox = 2%; D3 ag = 2
# CCN(C(=O)COC(=O)/C=C/c1ccccc1Cl)c1c(N)n(Cc2ccccc2)c(=O)[nH]c1=O is listed with GLP1R ag = -12%; HT1080NT lethal = -2%; SW480 rereplic = 3%; KB-V1 cytotox = 29%; IL1B secr inh = -13; DRD3 antagonist = -15; HT1080 IDH1KD tx = -18%; KB-3-1 tox = -25%; D3 ag = -7
